TbREL1 primary = TbREL1 inhibition, primary screen; P86926; TbREL1 RNA ligation, FRET fluorescence; inhibition, % at 9.66 µM; 89,000 compounds, 0.49% hits; AID 1117264;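 active means inhibition above the mean inhibition across all screened compounds plus 3 SD, cut at about 11% in these data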;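 further: 0% = plate median of test wells and 100% = NSC42067 control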
Target sequence (P86926 whole entry, looked up): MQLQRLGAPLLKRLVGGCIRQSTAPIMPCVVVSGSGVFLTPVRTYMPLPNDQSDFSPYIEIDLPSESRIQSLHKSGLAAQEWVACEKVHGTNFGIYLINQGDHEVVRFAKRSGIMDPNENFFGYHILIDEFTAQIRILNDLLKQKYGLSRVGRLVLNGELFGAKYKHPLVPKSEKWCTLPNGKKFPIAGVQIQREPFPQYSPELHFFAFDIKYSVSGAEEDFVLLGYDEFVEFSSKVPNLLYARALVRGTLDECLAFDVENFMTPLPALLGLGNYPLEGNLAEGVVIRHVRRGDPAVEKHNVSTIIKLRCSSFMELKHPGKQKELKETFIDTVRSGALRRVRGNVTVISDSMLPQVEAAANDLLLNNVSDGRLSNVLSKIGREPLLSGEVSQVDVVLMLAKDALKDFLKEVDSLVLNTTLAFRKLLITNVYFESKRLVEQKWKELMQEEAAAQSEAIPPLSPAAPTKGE
An asterisk follows results filed as active.

SMILES | TbREL1 primary
O=C(O)c1cccc(NC(=O)C2C3C=CC(C3)C2C(=O)O)c1 (stereo unspecified) | 1.4
Cc1nc(CS(=O)(=O)c2ccccc2)cc(Sc2ccc(Cl)cc2)n1 | -4.5
Cc1cc(C)n(-c2ccc(Cl)c(C(=O)Nc3ccc(OC(F)(F)F)cc3)n2)n1 | 5.9
Cc1ccc(C)c(N(Cc2ccccc2F)S(C)(=O)=O)c1 | -1.5
CCc1ccc(N2CC(C(=O)Nc3ccc(S(=O)(=O)NCC4CCCO4)cc3)CC2=O)cc1 (stereo unspecified) | -1.4
CCCCN(C/C=C/c1ccccc1OC)Cc1ccccc1 | 1.9
CCOC(=O)Cn1nnc(-c2ccccc2)n1 | -0.3
Cc1cccc(CNc2ncnc3ccc(-c4cccnc4)cc23)c1 | 1.3
Cc1ccc(SCC(=O)Nc2ccc(S(=O)(=O)Nc3ncccn3)cc2)cc1 | -1.3
Cc1ccc(C(=O)c2c3ccc(C(F)(F)F)cc3[n+]([O-])n2CCCC(N)=O)cc1 | -1.1
CCCCCn1c(=O)[nH]c2cc(C(=O)NCc3ccccn3)ccc2c1=O | -0.6
Cc1ccc(S(=O)(=O)N(C)CCCC(=O)N2CCN(C=O)CC2)cc1 | -1.4
Cc1sc2ncnc(SCC(=O)N3CCCCC3)c2c1C | 0.6
Cc1cc(C(=O)N2CCC2(C)C(=O)NS(=O)(=O)c2cccc(OC(F)F)c2)nn1C (stereo unspecified) | 1.2
O=C(Nc1ccc(S(=O)(=O)N2CCCCC2)cc1)C1CCN(C(=O)c2ccco2)CC1 | 0.0
O=C(COC(=O)CCS(=O)(=O)c1ccccc1)Nc1cc(S(=O)(=O)N2CCCCC2)ccc1Cl | -0.7
CCOc1ccc(N(CC(=O)Nc2ccc(C)cc2)S(=O)(=O)c2c(C)noc2C)cc1 | 0.9
CC(C)(C)c1ccc(-c2nc(C#N)c(NCc3cccnc3)o2)cc1 | 1.3
COc1ccc(C2(c3ccc(OC)cc3)NC(=O)N(CC(=O)NC(C)C)C2=O)cc1 | 2.8
S=C(NCCc1ccccc1)N1CCCC1 | -1.7
CC(=O)c1ccc(NC(=O)C(C)Sc2nnc(C3CC3)n2C2CC2)cc1 (stereo unspecified) | 4.2
COc1ccc(C)cc1S(=O)(=O)Nc1ccccc1C | -2.8
C/C(=N\NC(=O)c1ccc(Cl)cc1)c1cccc(NC(=O)c2cccnc2)c1 | -0.3
CCOC(=O)CN(C(=O)CSc1nnc(CNc2ccc(F)cc2)n1C)c1ccccc1 | -2.5
CCN(CC)C(=O)c1ccc(CS(=O)(=O)Cc2ccccc2)cc1 | 0.0
COc1ccc(Cl)cc1NC(=O)C1CCCN(S(C)(=O)=O)C1 (stereo unspecified) | 3.5
Cc1cccc(NC(=O)CSc2cccc3cccnc23)c1 | -1.1
Nc1nc(CN2CCN(c3ccccc3F)CC2)nc(Nc2ccc3c(c2)OCCO3)n1 | -0.4
COc1ccc(C(=O)NCS(=O)(=O)c2ccc(C)cc2)cc1 | -3.1
CCCOc1ccc(N2C(=O)CC(NCCc3ccc(S(N)(=O)=O)cc3)C2=O)cc1 (stereo unspecified) | -1.2
CCCCn1cnc2c(c1=O)c1nc3ccccc3nc1n2Cc1ccc2c(c1)OCO2 | -5.1
CCC1=C(OC(=O)N(CC)CC)N2C(=O)OC(=NCC3CC3)[C@]2(Cc2ccccc2)[C@H]2C1=CC[C@H]1C(=O)NC(=O)[C@H]12 | -5.2
CN1C2CCC1/C(=C\c1ccccc1F)C(=O)/C2=C/c1ccccc1F | -1.4
CCOC(=O)Cc1c(C)[nH]c(=S)[nH]c1=O | -2.4
CCCN1CCN(CCCNC(=O)CCn2nc(-c3ccccc3)ccc2=O)CC1 | 3.6
Cc1nn(C)c(C)c1CN(C)C(=O)CCCC(=O)O | 1.1
Cc1ccc(Cn2cc(-c3ccccc3)nn2)cc1 | 1.5
CC(C)c1ccc(C(=O)Nc2nnc(S(=O)(=O)N3CCCCC3)s2)cc1 | -0.2
Cc1ccc(NC(=O)CS(=O)CC(=O)N(C2CCCC2)C(C)C(=O)NC2CCCCC2)cc1 (stereo unspecified) | -1.2
O=C1CCC([N+](=O)[O-])C(C2CC=CCC2)N1 (stereo unspecified) | 3.0
Cc1ccc(CO/N=C/C2=C(Cl)c3ccccc3CC2)cc1 | -0.4
O=C(CN1CCC(NC(=O)C2CC2)CC1)Nc1cccc(F)c1 | 2.8
COc1ccc(C(=O)CSc2nnc3ccccn23)cc1OC | -1.2
Cc1c(Cl)cccc1NC(=O)CNC(=O)c1ccc2c(c1)OCCO2 | -2.2
Cc1cc(Cl)c(S(=O)(=O)Nc2ccc(Cl)cn2)cc1OCC(N)=O | 2.0
Cc1ccc(Cn2cc(COC(=O)N3CCCC3)nn2)cc1 | 4.3
CCc1nnc(NC(=O)CCC(=O)N2CCN(c3ccccn3)CC2)s1 | -1.7
C[C@H]1COC(=O)[C@H](Cc2ccc(F)cc2)C/C=C\C[C@@H](CC(=O)NCCO)C(=O)N1 | 5.0
O=C(COC(=O)CNC(=O)c1cccs1)Nc1ccccc1C(F)(F)F | 4.8
CCOc1ccc(S(=O)(=O)N2CCN(Cc3ccccc3)CC2)c2cccnc12 | -0.9

(next part)
SMILES | TbREL1 primary
COc1ccc(C(=O)CSc2nnc(-c3cccnc3)n2-c2ccc(C)cc2)cc1 | -5.6
O=S1(=O)CC(N2CCSCC2)CN1Cc1cn(Cc2cccc(Cl)c2)nn1 (stereo unspecified) | 1.7
Cc1cccc(C)c1Nc1nnc(SCC(=O)Nc2ncc(C(F)(F)F)cc2Cl)s1 | 0.2
N#Cc1cc(-c2ccccc2)oc1NC(=O)c1ccco1 | -3.3
COC(=O)[C@]1(Sc2ccc(C)cc2)CC(=O)N[C@@H]1c1ccco1 | 6.8
Cn1ccc(=NC=C(C#N)C#N)c2ccccc21 | 0.8
NC1=NC(=O)C(c2ccccc2)(c2ccccc2)S1 | 1.3
O=S(=O)(Nc1c(O)ccc2ccccc12)c1ccccc1 | -0.7
O=C(CC1C[C@H](C(=O)N2CCCCC2)[C@@]2(CCc3ccccc3)c3[nH]c4ccccc4c3CCN2C1=O)NCc1cccc(C(F)(F)F)c1 (stereo partly specified) | -0.8
O=c1cc(-c2cccc(F)c2)[nH]c2ccccc12 | 6.2
O=C(CN1CCOCC1)Nc1ccc2c(c1)OC(F)(F)O2 | 3.7
O=C(c1ccco1)N1CCN(C(c2ccccc2Cl)c2nnnn2Cc2ccco2)CC1 (stereo unspecified) | -0.3
CCN(CC)C(C)C(=O)Nc1c2c(cc3c1CCC3)CCC2 (stereo unspecified) | -1.4
S=C(Nc1ccccc1Cl)Nc1ccc(Cl)cc1Cl | 0.3
CSCCC(NC(=O)COc1ccccc1)C(=O)NCC1COc2ccccc2O1 (stereo unspecified) | 1.3
Nc1nc(-c2ccc(Cl)cc2)nn1C(=O)c1cccnc1 | 1.1
Cc1onc(-c2ccccc2)c1-c1csc(COc2ccccc2)n1 | 1.5
Cc1ccc2nc(SCC(=O)Nc3cccc(Cl)c3)nc(=O)n2c1 | -2.2
O=C(c1cc(-c2ccncc2)nc2ccccc12)N1CCN(c2ccc(N3CCOCC3)nn2)CC1 | -1.5
Cc1ccnc(N2CCN(c3cc(C)c(C#N)c4nc5ccccc5n34)CC2)c1 | 1.2
COc1ccc(/C=C/C(=O)Oc2ccc(/C=N/NC(=O)c3ccncc3)cc2)cc1 | 0.6
Cc1cc(C)nc(SCc2nnc(SCC(=O)Nc3ccc(C)c(C)c3)o2)n1 | 3.2
COC(=O)c1sc2nc(CN3CCOCC3)nc(N3CCOCC3)c2c1C | -0.2
COc1cccc(CN(C)C(=O)c2ccc(OCC(=O)N3CCOCC3)c(OC)c2)c1 | -1.8
CCN(CC(=O)Nc1ccccc1C(F)(F)F)C(=O)COc1cccc2c1OC(C)(C)C2 | 1.4

A run of entries taken from the entries so far, for reference:
SMILES | TbREL1 primary
COc1cccc(CN(C)C(=O)c2ccc(OCC(=O)N3CCOCC3)c(OC)c2)c1 | -1.8
CCN(CC(=O)Nc1ccccc1C(F)(F)F)C(=O)COc1cccc2c1OC(C)(C)C2 | 1.4

(more compounds)
SMILES | TbREL1 primary
Cc1cc(C(=O)NCCc2ccc(Cl)cc2)c(C)o1 | -3.0
C[C@]12c3[nH]c4ccccc4c3CCN1C(=O)C(CC(=O)NCC13CC4CC(CC(C4)C1)C3)C[C@@H]2C(=O)N1CCCCC1 (stereo partly specified) | 9.0
Clc1cccc(-c2nc(NCc3cccnc3)c3ccccc3n2)c1 | 1.8
CCN(Cc1ccccc1)S(=O)(=O)c1ccc2c(c1)NC(=O)CC(=O)N2 | -0.5
O=C(CCNS(=O)(=O)c1ccccc1F)N1CCN(C/C=C/c2ccccc2)CC1 | -1.6
Cc1ccccc1CN1[C@@H](CC(C)C)COc2cc(Br)ccc2S1(=O)=O | 5.5
CCN1C(=O)[C@@H]2[C@@H](c3ccc(-c4ccc(Cl)c(Cl)c4)cc3)N3CCCC[C@@]3(C(=O)OC)[C@@H]2C1=O | 0.1
CC(=O)N1CCN=C1SCc1ccc(F)cc1 | 3.0
CCC1CCC2(CC1)NNC(=S)NN2 | -3.4
O=C(O)c1cccc(CSc2nnc(Cc3ccccc3)o2)c1 | -2.9
COc1ccc([C@H]2OC(=O)C[C@@H]2C(=O)N2CCCCC2)cc1OC | -1.9
COc1cc(S(=O)(=O)NCc2ccncc2)ccc1Br | 4.4
COc1ccc(CN2CCN(C(=O)c3cccs3)CC2)cc1Br | 0.8
Cc1ccccc1[C@@H](NC(=O)OC(C)(C)C)C(=O)OC(C)(C)C | -3.1
O=C(Cn1cc2c(n1)CCCC2)NCCCN1CCCC1 | 0.5
O=C(O)C1C2C=CC(C2)C1C(=O)NC1CCN(Cc2ccccc2)CC1 (stereo unspecified) | 0.2
COc1cccc(/C=N/NC(=O)c2ccc(=O)n(C)c2)c1O | 2.5
Cc1cccc(N2CCN(c3ccc(NC(=O)/C=C(/C(=O)O)c4ccccc4)cc3)CC2)c1 | -4.8
Cc1cc(C(=O)OCC(=O)c2ccc3c(c2)NC(=O)CO3)c2ccccc2n1 | 3.2
CS(=O)(=O)N(Cc1ccccc1)c1ccc(C(=O)Nc2ccccc2Sc2ccccc2)cc1 | 0.8
Cn1nnnc1SCC(=O)N1N=C(c2cccs2)CC1c1cccs1 (stereo unspecified) | 1.1
COc1ccc(OS(=O)(=O)c2ccc(N3C(=O)CCC3=O)cc2)cc1 | -2.0
Cc1ccc(C)c(OCc2cc(C(=O)NC(c3ccccn3)C(F)(F)F)no2)c1 (stereo unspecified) | 7.0
CC(/C=C1\SC(=S)N(CCC(=O)Nc2ccc(O)cc2)C1=O)=C\c1ccccc1 | 2.5
CCCc1nc2oc3c(NCC(C)O)ncnc3c2c2c1CCCC2 (stereo unspecified) | -3.4
CCCCCC(=O)N1CC2(CC(c3cccc(NC(=O)[C@@H]4CCC(=O)N4)c3)=NO2)C[C@@H]1C(N)=O (stereo partly specified) | 0.1
Cc1ccc(NC(=O)CN(C)C(=O)c2nn(C)c(=O)c3ccccc23)cc1 | -1.3
Clc1ccc(OCCOCCNCc2ccccc2)cc1Cl | 4.8
CC1Cc2nc(SCC(=O)Nc3ccc4c(c3)OCO4)n(Cc3ccccc3)c(=O)c2S1 (stereo unspecified) | -4.8
CCCCc1c(O)nc(SCC(=O)Nc2ccc(C)cc2)n(-c2ccc(OC)cc2)c1=O | -7.8
CN1CCN(S(=O)(=O)c2cccc(C(=O)NCc3ccc(Cl)cc3)c2)CC1 | -0.4
C[C@@H]1CN(S(=O)(=O)C(C)(C)C)[C@@H](CCO)/C1=C\CCO | -0.2
CCc1ccccc1CNC(=O)C1CCC(CNS(=O)(=O)c2cccc3cccnc23)CC1 (stereo unspecified) | -0.9
COc1cccc(/C=N/NC(=O)CNC(=O)C(c2ccccc2)c2ccccc2)c1O | -5.7
CCOC(=O)N1CCN(S(=O)(=O)N2CCCC(C(=O)NCCc3ccc(OCC)c(OCC)c3)C2)CC1 (stereo unspecified) | -0.5
COc1cc(NC(=O)CCS(=O)(=O)c2ccc3c(c2)oc(=O)n3C)cc(OC)c1 | 12.5*
COc1ccc(N2C(=O)CCC(C(=O)NCc3ccccn3)C2c2ccc(OC)c(OC)c2)cc1 (stereo unspecified) | -0.8
Cc1ccc(NC(=O)Cc2ccc([N+](=O)[O-])cc2)c(Br)c1 | 1.8
CC(NC(=O)CN1C(=O)NC2(CCCCC2C)C1=O)c1ccccc1 (stereo unspecified) | 0.5
CSc1nn(-c2ccc(C(=O)OC(C(=O)NC(N)=O)C(C)C)cc2)c(=S)s1 (stereo unspecified) | -3.0
Cc1ccc(OCC(=O)Nc2ccc3c(c2)ncn3C)cc1 | -0.2
O=C(OCn1nnc2ccccc2c1=O)c1cc(-c2ccccc2)nc2ccccc12 | 5.7
O=C(NCc1ccco1)C1CCCN(S(=O)(=O)c2ccccc2[N+](=O)[O-])C1 (stereo unspecified) | -0.8
CCOc1ccc(S(=O)(=O)N(C)c2ccc(OCC(=O)Nc3ccc4[nH]c(=O)[nH]c4c3)cc2)cc1 | 11.4*
Cc1nn2c(-c3ccncc3)nnc2c2ccccc12 | 1.6
Cc1ccc(C(=O)OCC(=O)NCc2ccccc2)s1 | 2.0
COc1ccc(NC(=O)CCCCC#Cc2ccccc2)cc1 | 2.5
Cc1ccc(OC(C)C(=O)Nc2cc(C)on2)cc1 (stereo unspecified) | 1.5
CC1CC2OC(=O)C3(C)CCCC(C)(C23)C1(O)CCc1ccoc1 (stereo unspecified) | -1.5
CCCCc1nnc(NC(=O)CCS(=O)(=O)c2ccc(Cl)cc2)s1 | -0.6

TbREL1 primary, hit marks shown above
SMILES | TbREL1 primary
COc1cc(NC(=O)CCS(=O)(=O)c2ccc3c(c2)oc(=O)n3C)cc(OC)c1 | 12.5*
CCOc1ccc(S(=O)(=O)N(C)c2ccc(OCC(=O)Nc3ccc4[nH]c(=O)[nH]c4c3)cc2)cc1 | 11.4*

From PubChem

These rows are one share of the data; rates above refer to the full screens.
